Bioassay records (PubChem BioAssay)
EP2 modulator: EP2 receptor modulators, cAMP readout, primary screen, cell-based, HTRF cAMP, PGE2 stimulation; Prostaglandin E2 receptor EP2 subtype (Homo sapiens), P43116; EP2-expressing cells, cAMP HTRF FRET, PGE2 co-stimulation; induction, % at 25 µM; actives 0.83% (n = 260,000); AID 940, 2007;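 active = compounds whose cAMP rise, as percent of the full-agonist control response, exceeds 60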;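 note: rat C6 glioma line stably carrying human EP2 under a CMV promoter; the protocol text gives 20 µM as final concentration; 100% = response of wells given 1 µM PGE2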
Target sequence (P43116 whole entry, looked up): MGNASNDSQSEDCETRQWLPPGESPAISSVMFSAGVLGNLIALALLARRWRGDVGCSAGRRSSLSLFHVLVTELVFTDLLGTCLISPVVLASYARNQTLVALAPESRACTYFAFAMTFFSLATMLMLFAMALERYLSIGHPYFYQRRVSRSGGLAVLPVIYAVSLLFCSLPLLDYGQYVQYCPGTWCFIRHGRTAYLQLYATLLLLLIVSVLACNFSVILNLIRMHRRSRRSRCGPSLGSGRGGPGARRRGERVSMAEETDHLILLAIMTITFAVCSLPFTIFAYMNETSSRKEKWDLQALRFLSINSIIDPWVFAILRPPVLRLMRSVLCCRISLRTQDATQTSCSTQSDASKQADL
CHOP inh: inhibitors of CHOP promoter induction, primary screen, cell-based, unfolded protein response, luciferase reporter; CHO-K1 CHOP-promoter luciferase, tunicamycin-induced, 15-18 h; inhibition, % at 10 µM; actives 3.8% (n = 220,000);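 active = compounds that reduced the stress-induced luciferase reporter signal by more than about 70% of percent inhibition, limit read from the data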;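 note: 0% = tunicamycin plus vehicle and 100% = wells without tunicamycin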
EP2 antag: human EP2 receptor antagonists, primary screen, TR-FRET cAMP, C6 glioma cells. Prostaglandin E2 receptor EP2 subtype (Homo sapiens), P43116. C6 glioma cells expressing human EP2; cells stimulated with saturating PGE2. inhibition, % at 25 µM. actives 0.52% (n = 260,000). AID 1422, 2008;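 active = percent inhibition above 40 after rounding to a whole number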;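 note: rat C6 glioma host cells with rolipram phosphodiesterase inhibitor present; the protocol text gives 20 µM as final concentration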
NPY1 pot ag: NPY-Y1 receptor potentiators or agonists, primary screen, cell-based; Neuropeptide Y receptor type 1 (Homo sapiens), P25929; activation, % at 3.6 µM; actives 0.37% (n = 220,000); NPY-Y1 expressing cells, potentiator/agonist activation; AID 1304, 2008; in the data active = activation above about 33%, passing the limit was not always enough;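 note: cells stimulated with NPY at EC10 then isoproterenol at EC100; 0% = low agonist plus stimulus and 100% = saturating agonist plus stimulus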
TRPML3 ag: human TRPML3 channel agonists, primary screen, cell-based, HEK293 TRPML3-YFP, Fluo-8 calcium fluorescence, 3 µM. AID 1448, 2008. activation, % at 3 µM. actives 0.29% (n = 220,000). 100% = the carbachol control signal. Mucolipin-3 (Homo sapiens), Q8TDD5;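 active = activation above its plate's cutoff, the mean activation of the plate's test wells plus 3 SD, cut at about 12% in these data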;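 note: 0% = DMSO only wells and 100% = carbachol wells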
Target sequence (Q8TDD5 whole entry, looked up): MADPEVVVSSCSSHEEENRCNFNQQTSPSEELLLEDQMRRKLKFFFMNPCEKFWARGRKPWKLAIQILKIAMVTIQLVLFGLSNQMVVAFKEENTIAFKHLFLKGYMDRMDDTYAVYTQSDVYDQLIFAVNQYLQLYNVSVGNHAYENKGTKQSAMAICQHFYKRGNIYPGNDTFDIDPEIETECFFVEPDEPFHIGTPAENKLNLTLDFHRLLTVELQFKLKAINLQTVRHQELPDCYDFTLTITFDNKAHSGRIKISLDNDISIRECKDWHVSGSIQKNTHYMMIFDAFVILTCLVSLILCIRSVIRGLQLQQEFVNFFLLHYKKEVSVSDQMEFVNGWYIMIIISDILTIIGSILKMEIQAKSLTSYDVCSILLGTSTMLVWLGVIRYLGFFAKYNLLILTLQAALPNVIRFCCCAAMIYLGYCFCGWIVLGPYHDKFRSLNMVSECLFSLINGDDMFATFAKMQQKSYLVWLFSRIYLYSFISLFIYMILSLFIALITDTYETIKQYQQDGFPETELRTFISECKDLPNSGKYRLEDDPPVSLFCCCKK
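Material: TRPML3-YFP stable HEK293 cells | Dosing: One concentration, 3 µM nominal, 0.3% DMSO | Timing: 125 s total fluorescence read per well | Technique: Fluo-8 calcium dye fluorescence, ex 470-495, em 515-575 nm | Measure: Percent activation from peak-to-basal fluorescence ratio, scaled between DMSO and carbachol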
NPY-Y1 antag: NPY-Y1 receptor antagonists, primary screen, cell-based; AID 1040, 2008; inhibition, % at 3.6 µM; HEK293-CNG Y1 cells, membrane potential fluorescence; NPY at EC95, then isoproterenol; actives 1% (n = 200,000); Neuropeptide Y receptor type 1 (Homo sapiens), P25929;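 active = inhibition above the campaign mean inhibition of all tested compounds plus 3 SD, cut at about 20% in these data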;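 note: 0% = DMSO wells given NPY plus isoproterenol and 100% = isoproterenol alone without NPY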
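Assay system: HEK293 cells with Y1 receptor plus CNG channel | Probe or stimulus: NPY (25 nM), isoproterenol (1 µM), Ro 20-1724 (25 µM) | Timing: Compound incubation 1 h at room temperature, readout 45 min post-stimulation | Measured by: Membrane-potential fluorescent dye readout | Benchmarks: High control isoproterenol alone, low control NPY with isoproterenol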
14-3-3 Bad PPI: inhibitors of 14-3-3 zeta/Bad binding, primary screen, biochemical, TR-FRET, bovine 14-3-3 zeta; AID 781, 2007; TR-FRET 14-3-3zeta/Dy647-pBad peptide displacement, 1 h; inhibition, % at 21.7 µM; actives 0.71% (n = 220,000);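 active = inhibition above about 70%, limit read from the data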;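 note: 0% = full 14-3-3 plus peptide FRET controls and 100% = background without 14-3-3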
PPC-1+TRAIL kill: compounds killing PPC-1 cancer cells with TRAIL present, primary screen, TRAIL potentiator project, ATPLite luminescence, uHTS; PPC-1 cells + TRAIL, ATPLite viability luminescence; cell killing (% activity), % at 4 µM; actives 0.41% (n = 220,000); AID 1443, 2008;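 active = cell killing above 50% in the first pass at 4 µM, then a duplicate retest at 5 µM averaging 50% or more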;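 note: plate controls were cells with TRAIL plus DMSO for no effect and medium-only wells lacking cells for full effect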
zfTRPN1 agonist: zebrafish TRPN1 channel agonists, primary screen, cell-based, HEK293, calcium fluorescence | transient receptor potential cation channel N1 (TRPN1/NompC), Danio rerio | HEK293 zebrafish TRPN1-YFP, Fluo-8 calcium fluorescence; 100% = response to 87 µM carbachol | activation, % at 3 µM | actives 0.18% (n = 220,000) | AID 1424, 2008;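 active = activation above its plate's cutoff, the mean activation of test wells on that plate plus 3 SD, cut at about 19% in these data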;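 note: 0% = DMSO alone and 100% = 87 µM carbachol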
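Material: zebrafish TRPN1-YFP in HEK293 cells. Doses: one dose of 3 µM, 0.3% DMSO. Incubation: dye 1 h 37 °C plus 30 min RT. Measured by: intracellular calcium fluorescence with Fluo-8.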
Active calls of the source: *; nt = not tested or not shown; & = joins results of further samples; [ ] = dose if it differs, or a comment.

item | Structure | EP2 modulator | CHOP inh | EP2 antag | NPY1 pot ag | TRPML3 ag | NPY-Y1 antag | 14-3-3 Bad PPI | PPC-1+TRAIL kill | zfTRPN1 agonist
1 | S=c1[nH]cc(-c2ccccc2)n1-c1ccccc1 | 75* | -14 | 11 | -2 | -0.5 | 7 | 11 | -9 | -0.7
2 | COc1ccc(C(C(=O)NC2CCCC2)N(C(=O)c2ccoc2C)c2ccc(C)cc2)cc1 (configuration not stated) | 24 | -3 | 6 | -17 | -1.0 | 20 | 11 | 12 | -1.0
3 | COc1ccccc1NC(=O)CN1CCC(n2nnc3cc(F)ccc32)CC1 | -33 | 33 | 7 | -1 | -0.3 | 1 | -3 | -1 | 1.2
4 | Cc1cccc(N2CCN(C(=S)c3ccc(-c4ccccc4[N+](=O)[O-])o3)CC2)c1 | 1 | 56 | 7 | -43 | 0.5 | 8 | -14 | 23 | -0.8
5 | Cc1csc(-c2cnn(-c3ccccc3)c2NC(=O)c2cccc(F)c2)n1 | -34 | -3 | 2 | -46 | 0.3 | 2 | 3 | 10 | -1.0
6 | O=C(O)c1ccc(COCC(F)(F)C(F)F)o1 | 7 | 40 | 12 | -4 | 0.8 | 4 | 1[fluorescence artefact?] | 18 | -0.1
7 | C1CCC(CNc2c3c(nc4nnnn24)CCCC3)CC1 | -3 | 35 | 13 | -1 | 0.7 | -1 | -5 | -9 | 2.0
8 | CN(Cc1ccccc1)C(=O)COC(=O)c1ccc(Cl)c(N)c1 | 1 | 7 | 9 | -24 | 0.1 | -7 | -6 | 20 | 2.1
9 | CCCCOc1ccc(Cc2c(Cl)nc(SC)nc2N2CCOCC2)cc1 | 19 | 33 | 4 | -3 | 0.4 | 9 | -15[fluorescence artefact?] | 3 | 0.4
10 | O=C1C2CCCN2C(=O)N1CCCN1CCN(c2cccc(Cl)c2)CC1 (configuration not stated) | 14 | 19 | 6 | -4 | 0.5 | -1 | -11[fluorescence artefact?] | 19 | 1.3
11 | Cc1cccc(Oc2nc3ccccn3c(=O)c2/C=C(\C#N)C(=O)NC2CCS(=O)(=O)C2)c1 (configuration not stated) | -25 | -27 | 12 | 5 | 0.6 | 5 | 4 | 7 | 0.0
12 | COC(=O)C1CCN(C(=O)c2ccc(SC)cc2OC)CC1 | -1 | 4 | 7 | -11 | 1.0 | -6 | 5 | 3 | 0.6
13 | O=C(COCC(=O)N1CCOCC1)N1CCOCC1 | 8&15 | 6 | 16&3 | 14 | 1.5 | -3 | -15 | 29 | 2.5
14 | COc1ccc(C(=O)NN)cc1 | 20 | -3 | 4 | 13 | -0.1 | nt | -4 | 1 | 0.3
15 | COc1cc(/C=C2/C(=O)CNC2=O)ccc1O | -5 | -9 | 8 | -15 | 0.8 | 1 | -3 | 16 | 0.9
16 | Cc1cc(Nc2ccccc2)nn1C(=O)c1ccccc1 | 16 | 65 | 12 | 25 | -1.1 | -9 | -10 | 18 | -2.6
17 | Cc1onc(-c2ccccc2)c1C(=O)N/N=C/c1ccco1 | 16 | -12 | 14 | -8 | -0.1 | nt | -2 | 13 | 0.9
18 | COc1ccc(C(CC(=O)c2ccc(O)cc2)S(=O)(=O)c2ccc(C)cc2)cc1 (configuration not stated) | 4 | 1 | 4 | -17 | 0.0 | -1 | -12 | 8 | -0.5
19 | CCn1c(=O)cc(N2CCN(C(=O)c3ccco3)CC2)[nH]c1=O | -2 | 5 | 12 | -18 | 0.1 | nt | -13 | 26 | 1.5
20 | COc1ccc(Cc2n[nH]c(=S)n(N)c2=O)cc1 | 18 | 25 | 1 | 4 | 0.3 | 2 | -5 | 3 | 0.3
21 | O=C(NNC(=S)NC(=O)c1ccco1)c1ccc(NC(=O)c2ccccc2)cc1 | -3 | 30 | 5 | -15 | -1.2 | -2 | -23 | 24 | -3.0
22 | Cc1ccccc1NC(=O)c1ccc(NS(=O)(=O)c2cc(C(C)(C)C)cc(C)c2C)cc1 | 17 | 65 | 8 | 20 | 0.5 | -2 | 3[fluorescence artefact?] | 13 | -1.3
23 | CC1(OC(=O)CCc2ccccc2)C(=O)C=C2C=C(c3ccc(C#N)cc3)N(CCc3ccccn3)C=C2C1=O (configuration not stated) | 15 | -3 | 8 | nt | nt | nt | -6 | 15 | nt
24 | CC(C)CCNC(=O)C1(c2cccs2)CCOCC1 | -5 | 18 | 0 | 14 | -1.1 | -2 | -4 | 8 | -2.1
25 | C=CCn1c(=NC(=O)C2CCCCC2)sc2cc(NC(C)=O)ccc21 | 18 | 68 | 12 | -2 | 0.8 | 4 | 9 | 2 | 1.0
26 | Cc1cc(N2CCOCC2)ccc1/C=C1\NC(=O)N(CC(=O)Nc2ccc(F)cc2)C1=O | -19 | 60 | 6 | 19 | 0.8 | -5 | 14 | 7 | 1.0
27 | COc1cc(/C=C(\C#N)C(=O)NCC2CCCO2)ccc1OC(C)C (configuration not stated) | 5 | -15 | 15 | 1 | 1.0 | 7 | -9 | 7 | 0.0
28 | CCNC(=O)N1C(=O)C2(OCCO2)c2cc(Br)ccc21 | 33 | 47 | 7 | 8 | 1.1 | 2 | 0 | -10 | 2.2
29 | N#CCSc1nnc(-c2ccc(F)cc2)n1N | 20 | 4 | 5 | -11 | 2.0 | -4 | -10 | 7 | -0.1
30 | O=C(/C=C/c1ccccc1)Nc1ccc(Cl)cn1 | 5 | -34 | 4 | -10 | 0.8 | 1 | -4 | 14 | 1.2
31 | N=c1ccn(Cc2ccc(Cl)c(Cl)c2)cc1 | 24 | nt | 12 | -19 | 0.4 | 2 | -3[fluorescence artefact?] | 7 | 0.6
32 | CCOC(=O)C(NC(C)=O)C(=O)Nc1c(C)cccc1C (configuration not stated) | 0 | -21 | 1 | 8 | -2.4 | 1 | -8 | 16 | 0.6
33 | CCOC(=O)CNC(=O)C12CC3CC(C1)CC(c1ccc(C)cc1)(C3)C2 | -85 | -1 | 5 | 2 | -0.5 | -2 | -1 | 28 | -1.2
34 | O=C(CSc1nnc(-c2ccccc2F)n1C1CC1)Nc1cccnc1Cl | 18 | 23 | 6 | 13 | 1.1 | 3 | -5 | 28 | 2.5
35 | Cc1ccc(S(=O)(=O)NNC(=O)CCCCC(=O)NNS(=O)(=O)c2ccc(C)cc2)cc1 | 26 | 3 | 4 | 20 | 0.4 | 2 | -7 | 0 | 0.9
36 | O=C(CNC(=O)c1ccc2c(c1)OCO2)N/N=C/c1cccc([N+](=O)[O-])c1 | -27 | -10 | 3 | 4 | 0.0 | 7 | -5 | 9 | -0.4
37 | Cc1cc2ccccn2c1C(=O)c1ccc([N+](=O)[O-])o1 | -80 | 6 | 9 | 0 | -2.1 | -1 | 4 | 17 | -2.5
38 | COc1ccc(C)cc1S(=O)(=O)NC1CCCC1 | 4 | -8 | 10 | 14 | 0.1 | -2 | -6[fluorescence artefact?] | 11 | 0.7
39 | O=C(NCc1ccco1)N1c2ccccc2Sc2ccccc21 | -12 | -8 | 5 | 13 | -0.6 | -5 | -1[fluorescence artefact?] | 11 | -2.8
40 | COc1cc2c(cc1NC(=O)/C=C/c1ccc([N+](=O)[O-])cc1)oc1ccccc12 | 20 | 24 | 7 | -2 | 1.1 | -2 | -23[fluorescence artefact?] | 26 | 1.5
41 | COc1ccccc1-c1nc(-c2ccncc2)no1 | -1 | 34 | 4 | -7 | 1.0 | 2 | 0[fluorescence artefact?] | 0 | 0.1
42 | Cc1nn(CC(=O)Nc2cccnc2)c(=O)c2ccccc12 | 45 | 8 | 7 | 19 | -0.1 | 0 | -7 | 4 | 2.6
43 | N=C(N)n1c(N)nc2ccccc2c1=O | -7 | 32 | 9 | 12 | 1.0 | nt | 10 | -13 | -0.7
44 | O=C(CCS(=O)(=O)CCN1CCOCC1)NCNC(=O)CCS(=O)(=O)CCN1CCOCC1 | 0 | 6 | 1 | 13 | 1.0 | 3 | -12 | nt | 0.7
45 | CCCC1CCc2c(sc(NC(=O)c3cccs3)c2C(N)=O)C1 (configuration not stated) | -26 | 21 | 16 | -13 | 1.5 | 10 | 15 | 3 | 0.9
46 | O=c1ccccn1Cc1c(Cl)cccc1Cl | 25 | -18 | 9 | 12 | 0.7 | 1 | 4 | 8 | 1.9
47 | Cn1cnc2c1c(=O)[nH]c(=O)n2C | -7&13&20 | 5&4 | 11&10 | nt | nt | nt | -4 | 8 | nt
48 | Cc1cccc(NC(=O)CCOc2ccccc2)c1 | -24 | -16 | 5 | -13 | -0.3 | -2 | 0[fluorescence artefact?] | 16 | -0.9
49 | Cc1nc2ccccc2nc1N/N=C/c1ccc(O)cc1 | -12 | -9 | 9 | 2 | 0.2 | nt | -2 | 12 | 0.3
50 | Cc1cc(C)n2c(nc3ccccc32)c1C(=O)NCc1ccccc1 | 18 | 21 | 7 | -7 | 0.9 | 13 | 6 | 8 | 0.7
51 | COc1cc(CCN2C(=O)c3cccc4cccc(c34)C2=O)c(S(=O)(=O)N2CCC(C)CC2)cc1OC | 18 | -4 | 7 | -3 | -0.1 | 1 | -4[fluorescence artefact?] | 13 | 0.5
52 | Cc1ccc2cc(C#N)c(SCC(=O)NNC(=O)Cc3ccccc3)nc2c1 | 50 | -1 | 31 | -4 | -0.4 | 9 | -36 | -7 | -0.4
53 | CC(C)COP(=O)(OCC(C)C)C(Nc1ccccc1)c1ccccc1 (configuration not stated) | 70* | -1 | 3 | 13 | 0.1 | nt | -7 | 26 | -2.5
54 | COCCNC(=O)Cn1nc(C)c([N+](=O)[O-])c1C | 40 | -16 | 7 | 17 | 1.1 | -1 | 2 | 0 | -0.3
55 | O=C(O)CCCNS(=O)(=O)c1ccc(Br)s1 | 29 | -8 | 6 | 6 | 0.5 | 1 | -2 | 9 | 0.4
56 | CN(C)N1C(N)=C(C#N)C(c2cccnc2)C2=C1CC(C)(C)CC2=O (configuration not stated) | 7 | -27 | 9 | -9 | 0.1 | 4 | -15[fluorescence artefact?] | 15 | 0.2
57 | COC(=O)c1c(NC(=O)CSc2nnnn2C)sc(C)c1C | 10 | 8 | 2 | -6 | 0.2 | -2 | 0 | -4 | -2.4

An excerpt; count on the stated rates, not on these rows.
